NCI-60 one-dose screen, 48 h, at 10 µM unless noted. Numbers give growth in % (100 = growth as untreated, 0 = no growth, -100 = all killed).
SK-MEL-28 = SK-MEL-28 melanoma. 81,000 tested, 4.1% active. AID 1794761
MDA-MB-231 = MDA-MB-231 breast cancer; AID 1794789; 81,000 tested, 5% active
T-47D = T-47D breast cancer; AID 1794792; 79,000 tested, 5% active
MCF7 = MCF7 breast cancer; 82,000 tested, 6.3% active
HS 578T = HS 578T breast cancer | 78,000 tested, 4.1% active | AID 1794788
BT-549 = BT-549 breast cancer; AID 1794793; 78,000 tested, 4.4% active
LOX IMVI = LOX IMVI melanoma | 79,000 tested, 7.4% active
MDA-MB-468 = MDA-MB-468 breast cancer | 78,000 tested, 8.5% active | AID 2202374
The depositor's hits bear a star; nt = no result given; & = joins results of further samples. Rule for the calls: active = growth percent below 10; inactive = the rest.

Value order – SK-MEL-28, MDA-MB-231, T-47D, MCF7, HS 578T, BT-549, LOX IMVI, MDA-MB-468
> O=C(c1ccc(Cc2n[nH]c(=O)c3cccnc23)cc1)N1CCCC1
  104, 89, 102, 100, 119, 106, 96, 91
> Cn1cc(-c2cc(N)n3nc(-c4c[nH]c5ccc(Cl)cc45)cc3n2)c2cc(Br)cnc21
  -26*, -73*, -50*, -60*, -16*, -16*, -93*, -94*
> Cc1ccc(C(=O)Nc2cccc3[nH]c(C(F)(F)F)nc23)cc1
  98, 84, nt, 73, 93, 74, 88, 39
> CC1=CC(=O)OC1C/C=C(\C)CCC1[C@@]2(C)CCC[C@@](C)(C(=O)O)C2CC[C@@]1(C)O (stereo partly drawn)
  27, 34, 87, 29, 38, 67, 97, 102
> C/C1=C\[C@H](C)CC[C@H](C(Cl)(Cl)Cl)OC(=O)C[C@@H]([C@@H]2C[C@H]2Cl)OC(=O)/C=C/[C@@H]2[C@@H]1CC=C1C(=O)NC[C@@]12C
  100, 86, 78, 89, 86, 86, 96, 90
> O=S(=O)(c1ccc(F)cc1)c1nc(-c2ccccc2)oc1SCc1ccc(F)cc1
  102, 83, 43, 78, 90, 84, 85, 73
> Cc1ccc(C(O)c2ccccc2Cl)c(C)c1 (stereo not drawn)
  102, 101, 92, 92, 113, 101, 91, 100
> COC(=O)c1c(C(=O)OC)c2ccc3c4ccccc4ccc3n2c1C(=O)CBr
  99, 101, 61, 70, 111, nt, 45, 86
> O=C(c1ccccc1)C1CCC=C1c1ccccc1 (stereo not drawn)
  114, 98, 99, 98, 104, 103, 103, 112
> COC(=O)c1cc(/C=C/c2ccccc2)[nH]c(=O)c1C#N
  100, nt, nt, 91, 89, 109, 102, 111
> NC(=O)C1C=CN(Cc2ccccc2)C=C1
  112, 126, 102, 93, 102, 96, 97, 104
> CCC(NN)C(=O)OCc1ccccc1 (stereo not drawn)
  104, 108, 102, 95, 107, 95, 95, 110
> COc1ccc(Oc2nc(Nc3ccc(F)cc3)ncc2NC(=O)Nc2cc(OC)cc(OC)c2)cc1
  88, 73, nt, 90, 70, 93, nt, 94
> CC/C(=C(\c1ccc(OCCN2CCCCCCC2)cc1)c1ccc(OC(=O)c2ccccc2)cc1)c1ccc(Cl)cc1
  105, 101, 79, 42, nt, 101, 97, 79
> CC(=O)c1cc(C(C)=O)c2ccccc2c1O
  99, 90, 88, 91, 95, 105, 93, 94
> O=C(C1CC2CCC13CCCCC23)C1CC2CCC13CCCCC23 (stereo not drawn)
  103, 105, 90, 95, 94, 104, 97, 101
> O=C(NCc1ccc(Cl)cc1)c1[nH]c2ccccc2c1Cl
  109, 107, 96, 128, 100, 105, 95, 107
> COc1cc(CNc2cccc3[nH]c(C(F)(F)F)nc23)cc(OC)c1
  120, 90, nt, 91, 109, 99, 94, 94
> CC1CCC2(CC1)SCC(=O)N2NC(=O)Cc1ccccc1Nc1c(Cl)cccc1Cl (stereo not drawn)
  135, 95, 91, 97, 117, 77, 99, 112
> COc1cccc(/C=C/C(=O)c2c(C)nc3ccccc3c2/C=C/c2ccc(C)cc2)c1OC
  41, 64, 29, 14, 68, 69, 39, 58
> N#CC1C(c2ccc(Cl)cc2)=Nc2c(c(-c3ccccc3)nn2-c2ccccc2)C12C(=O)Nc1ccc(Cl)cc12 (stereo not drawn)
  52, 41, 47, 28, 51, 50, 44, 26
> COC(=O)[C@]1(CCSC)N[C@H](c2cn(-c3ccccc3)nc2C)[C@@H]2C(=O)N(c3ccc(Cl)cc3)C(=O)[C@@H]21
  96, 107, 126, 94, 102, 89, 99, 132
> Clc1ccc(-c2nc3ccccc3s2)cc1
  107&113, 90&84, 57, 63&65, 97&93, 96&95, 85&93, 83&103
> O=[N+]([O-])c1ccc(NS(=O)(=O)c2ccc(Cl)c(Cl)c2)cc1
  78, 76, 60, 80, 94, 77, 93, 65
> CCOC(C)(c1ccc(Cl)cc1)C1CCNCC1 (stereo not drawn)
  109, 102, 92, 95, 93, 99, 65, 91
> O=C1C=C(O)C(=O)C=C1O
  114, 104, 94, 96, nt, 103, 99, 115
> BrCC1OCC2(CCCCC2)O1 (stereo not drawn)
  98, 101, 106, 94, 155, 111, 97, 98
> CCOC(CN1CCCCC1)OCC
  120, 101, 99, 104, 114, 99, 92, 103
> Clc1nc(Cl)c2[nH]cc(Cl)c2n1
  114, 107, 98, 76, 121, 117, 91, 109
> CCCc1cc(=O)[nH]c(=S)[nH]1
  101, 104, 100, 102, 125, 111, 99, 101

Laid out differently: entries from further up.
Molecule	SK-MEL-28	MDA-MB-231	T-47D	MCF7	HS 578T	BT-549	LOX IMVI	MDA-MB-468
O=C(C1CC2CCC13CCCCC23)C1CC2CCC13CCCCC23 (stereo not drawn)	103	105	90	95	94	104	97	101
O=C1C=C(O)C(=O)C=C1O	114	104	94	96	nt	103	99	115

Next part
Value order – SK-MEL-28, MDA-MB-231, T-47D, MCF7, HS 578T, BT-549, LOX IMVI, MDA-MB-468
> C/C(=C(/c1ccccc1)c1ccc(N2C(=O)c3cccc4c(NC5CCCCC5)ccc(c34)C2=O)cc1)c1ccccc1
  96, 97, 74, 91, 95, 111, 95, 104
> Cc1c(C)c(C)c(C(=O)c2ccccc2C(=O)NCCSC(C)(C)C)c(C)c1C
  108, 91, 78, 91, 97, 102, nt, 88
> Cc1cc(SC#N)ccc1O
  105, 91, 96, 100, 110, 100, 99, 113
> Brc1ccccc1C[n+]1ccc2ccccc2c1
  83, 91, 89, 76, 89, 78, 91, 30
> COC(=O)CC1(C(=O)OC)Nc2cc(Cl)c(Cl)cc2S(=O)(=O)N1O (stereo not drawn)
  113, 110, 120, 95, 106, 103, 106, 139
> CCOC(=O)c1c(C)nc(C)c(C(=O)OCC)c1-c1ccc(OC)cc1
  107, 96, 84, 91, 105, 94, 96, nt
> C(=C\[n+]1ccc2ccccc2c1)/c1ccccc1
  112, 80, 88, 81, 90, 97, 99, 70
> O=C(COc1ccc(C2SCC(=O)N2c2ccccc2)cc1)c1ccccc1 (stereo not drawn)
  105, 82, 81, 88, 94, 92, 93, 85
> CCN(CC)CCOc1ccc(C(=C(c2ccccc2)C2CCCC2)c2ccc(OCCN(CC)CC)cc2)cc1
  29, 25, 19, -57*, 13, -19*, -57*, -77*
> O=C(O)COc1cccc(C(=O)/C=C/c2ccc(Br)cc2)c1
  116, 112, 95, 86, 115, 119, nt, 105
> CC(=O)[C@H]1CC[C@]2(C)[C@@H]1CC[C@@H]1[C@@]3(C)C/C(=C/c4ccccn4)C(=O)C(C)(C)[C@@H]3CC[C@]12C
  101, 92, 82, 82, 104, 112, 93, 92
> CCCCCCCCCCCC(=O)c1ccccc1
  110, 97, 93, 96, 169, 100, 100, 114
> N#Cc1cc(-c2nc3ccccc3[nH]2)c(N)[nH]c1=O
  109, 104, 78, 83, 119, 79, 99, 104
> COc1ccc(Cc2nnc(Nc3nc4ccccc4s3)s2)cc1
  92, 98, 113, 105, 95, 100, 96, 93
> Cc1cc(C)c2c(c1)CC(C)(C)CC2=O
  121&110, 100&108, 108&94, 100&104, 102&123, 123&116, 98&97, 99&122
> N/C=N/O
  108, 119, 105, 102, 118, 100, 95, 104
> Cn1cc(CCc2cc[n+](CCC[n+]3ccc(CCc4cn(C)c5ccccc45)cc3)cc2)c2ccccc21
  111, 95, 100, 93, 89, 92, 94, 96
> CN1C(=O)N(c2ccccc2)C2C1NN=c1s/c(=C\c3ccccc3)c(=O)n12 (stereo not drawn)
  108, 103, 108, 93, 102, 113, 100, 101
> O=C(Cn1c2c(sc1=O)[C@H]1[C@@H](O)[C@@H](O)[C@H](O)[C@@H]1CS2)N1CCOCC1
  107, 106, 94, 98, 93, 99, nt, 105
> C=C1C(=O)O[C@H]2[C@H]1CC/C(COC(=O)N[C@H](Cc1c[nH]c3ccccc13)C(=O)OC)=C\CC[C@@]1(C)O[C@@H]21
  9.7*, 27, -45*, 15, 81, 26, 14, 22
> CN(C)S(=O)(=O)N(C)C
  106, 102, 93, 96, 97, 109, 93, 95
> O=C(Nc1nccs1)C(F)(F)F
  97, 111, 94, 92, 100, 116, 96, 97
> CCCCCCCCCCCCCCCCNC(=S)N/N=C/c1ccc(Cl)c(Cl)c1
  109, 118, 107, 100, 117, 110, 101, 109
> COC(=O)[C@@H](NS(=O)(=O)N(c1ccc(F)cc1)C1CCN(C(=O)OC(C)(C)C)CC1)C(C)C
  148, 103, 94, 106, 101, 119, 96, 111
> COc1ccc(-c2nn(-c3cccc(Cl)c3)cc2/C=C2\NC(=S)N(c3ccc(OC)cc3)C2=O)cc1
  112, 52, 88, 95, 52, 65, 103, 86
> O=C(O)c1cc([N+](=O)[O-])ccc1-c1ccc([N+](=O)[O-])cc1C(=O)O
  97, 99, 97, 107, 91, 99, 96, 92
> O=C1c2nc3n(c2C(=O)c2nc4n(c21)CCCC4)CCOC3
  113, 117, 110, 71, 116, 119, 81, nt
> Nc1c(C(=O)Nc2ccc(Cl)cc2)cc(-c2nc3ccccc3s2)c(=O)n1NS(=O)(=O)c1ccc(Cl)cc1
  109, 94, 93, 84, 98, 122, 99, 110
> O=C1CSC(=S)N1Nc1ccccc1
  113&108, 102&102, 93&110, 98&91, 100&104, 91&99, 82&77, 103&116
> O=C(OCCO)c1c(Cl)c(Cl)c(Cl)c(Cl)c1-c1c2cc(Br)c(=O)c(Br)c-2oc2c(Br)c(O)c(Br)cc12
  104, 104, 86, 92, 100, 111, 84, nt
> CCN1CCN(CCC(=O)Nc2cccc(-n3cc(-c4ccncc4)c(-c4ccc(Cl)c(OC)c4)n3)c2)CC1
  -52*, 4.9*, 39, 15, 13, 39, -48*, -2.3*
> CN(C)c1nc(NCCNS(=O)(=O)c2ccc(C3=Nc4c(N)nc(N)nc4NC(c4ccccc4)C3)cc2)nc(N2CCOCC2)n1 (stereo not drawn)
  113, 78, 59, 89, 58, 86, 90, 62
> O=S(=O)(NC1C2c3ccccc3C(c3ccccc32)C1O)c1ccc(Cl)cc1Cl (stereo not drawn)
  95, 108, 72, 88, 93, 106, 89, 84
> CC(C)C1=NOC(=O)C1=Cc1cn(-c2ccccc2)nc1-c1ccc(Br)cc1
  83, 92, 75, nt, 70, 119, 26, 92
> O=c1nccc(Nc2ccccc2)[nH]1
  117, 101, 100, 99, 94, 101, 96, 109
> O=C(NC1C(O)OC(CO)C(O)C1O)NS(=O)(=O)c1ccc(Cl)cc1 (stereo not drawn)
  105, 103, 91, 98, 99, 108, 101, 108
> COc1ccc2c(c1)=C/C(=C/c1sc(Nc3ccc(S(N)(=O)=O)cc3)nc1O)C(=O)N=2
  103, 97, 98, 97, 98, 83, 94, 89
> CC1(C)CC[C@]23CC[C@]4(C)[C@H](CC[C@@H]5[C@@]6(C)C/C(=C/c7cccnc7)C(=O)C(C)(C)[C@@H]6CC[C@]54C)[C@H]2[C@H]1OC3
  97, 77, 66, 81, 85, 108, 95, 97
> Cc1cccc(NC(=O)[C@@H]2c3ccccc3C(=O)N(c3ccc(F)cc3)[C@H]2c2ccc(F)cc2)n1
  90, 42, 50, 82, 78, 65, 86, 59
> c1ccc(CNc2ncnc3onc(-c4ccccc4)c23)cc1
  97, 72, 54, 79, 89, 62, 86, 24
> Cc1cccc(NC(=O)CSc2nc3ccc([N+](=O)[O-])cc3[nH]2)c1
  81, 97, 52, 87, 83, 100, 81, 49
> O=C1CCCCCCCCCCCCCC1
  110, 115, 92, 97, nt, 98, 103, 101
> COC(=O)Nc1ccccc1
  113, 106, 97, 100, 111, 103, 99, 109
> COc1ccc2[nH]cc(-c3cc(N)n4nc(-c5c[nH]c6ccccc56)cc4n3)c2c1
  -99*, -70*, -22*, -82*, 37, nt, -86*, -68*
> O=C(N/N=C/C[C@@H]1[C@@H](/C=C/[C@@H](O)CCc2ccccc2)[C@H](O)C[C@@H]1O)c1ccncc1
  106, 103, 102, 103, 98, 104, 101, 93

Structural class: those above containing an aryl methoxy group (9)
Value order – SK-MEL-28, MDA-MB-231, T-47D, MCF7, HS 578T, BT-549, LOX IMVI, MDA-MB-468
> COc1ccc(Oc2nc(Nc3ccc(F)cc3)ncc2NC(=O)Nc2cc(OC)cc(OC)c2)cc1
  88, 73, nt, 90, 70, 93, nt, 94
> COc1cc(CNc2cccc3[nH]c(C(F)(F)F)nc23)cc(OC)c1
  120, 90, nt, 91, 109, 99, 94, 94
> COc1cccc(/C=C/C(=O)c2c(C)nc3ccccc3c2/C=C/c2ccc(C)cc2)c1OC
  41, 64, 29, 14, 68, 69, 39, 58
> CCOC(=O)c1c(C)nc(C)c(C(=O)OCC)c1-c1ccc(OC)cc1
  107, 96, 84, 91, 105, 94, 96, nt
> COc1ccc(Cc2nnc(Nc3nc4ccccc4s3)s2)cc1
  92, 98, 113, 105, 95, 100, 96, 93
> COc1ccc(-c2nn(-c3cccc(Cl)c3)cc2/C=C2\NC(=S)N(c3ccc(OC)cc3)C2=O)cc1
  112, 52, 88, 95, 52, 65, 103, 86
> CCN1CCN(CCC(=O)Nc2cccc(-n3cc(-c4ccncc4)c(-c4ccc(Cl)c(OC)c4)n3)c2)CC1
  -52*, 4.9*, 39, 15, 13, 39, -48*, -2.3*
> COc1ccc2c(c1)=C/C(=C/c1sc(Nc3ccc(S(N)(=O)=O)cc3)nc1O)C(=O)N=2
  103, 97, 98, 97, 98, 83, 94, 89
> COc1ccc2[nH]cc(-c3cc(N)n4nc(-c5c[nH]c6ccccc56)cc4n3)c2c1
  -99*, -70*, -22*, -82*, 37, nt, -86*, -68*
